Bioassay records deposited in PubChem by several laboratories.
hiPSC survival – enhancers of human iPSC single-cell survival; hiPSC single-cell survival, ATPlite luminescence; 100% = ROCK inhibitor wells, 0% = DMSO; survival enhancement, % at 20 µM; 360,000 tested, 0.044% active; in the data active = survival enhancement above about 18%;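 note: cells exposed to compounds for 16 hours before the ATP read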
Peg3 prom inh – reduces Peg3 promoter-driven luciferase expression in HeLa. HeLa PEG-Prom luciferase reporter, luminescence, overnight. inhibition, % at 20 µM. 360,000 tested, 1.7% active. AID 588405;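 active = inhibition of at least 50% at 20 µM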
Cardio protect – protects H9c2 cardiomyocytes from peroxide injury. H2O2 injury protection, ATPLite, 2 h. protection from H2O2 cell death, % at 20 µM. 360,000 tested, 0.63% active;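 active = compounds giving at least 50% protection of heart cells from peroxide-induced death in the single-dose screen, raw or plate-pattern-corrected value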;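 note: 0% = DMSO wells with peroxide and 100% = DMSO wells without peroxide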
Shn3 inh set2 – inhibitors of Schnurri-3 3'UTR reporter in osteoblasts; 360,000 tested, 0.52% active; Clone20 osteoblast Shn3 3'UTR firefly luciferase, 24 h; inhibition, % at 12.5 µM;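 active = mean inhibition of at least 75% with every replicate also reaching 75%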;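 note: 0% = median of neutral control wells and 100% = pilot-screen positive control compound; some compounds past the cut are filed as inactive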
CaV13 ICDI inh – Disruptors of the CACNA1D IQ motif to Ca2+-dependent inactivation inhibitor domain association, primary screening, Förster resonance energy transfer in intact living …; inhibition, % at 12.3 µM; HEK cells, CFP/YFP FRET ICDI-IQ, plate reader, 10 min; percent FRET-ratio fall versus neutral wells; 340,000 tested, 0.098% active;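 active = mean replicate inhibition of at least 30% and at least 1% of replicates passing that level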;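 note: 0% = median of the neutral control wells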
PDI inh – PDI (human) enzyme inhibition. PDI insulin aggregation turbidity, A650, 90 min. 350,000 tested, 0.052% active. P07237. inhibition, % at 10 µM. AID 588391;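 active = mean inhibition across replicates of 30% or more, whatever share of single replicates reach that level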;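 note: absorbance from insulin aggregation driven by PDI reduction with DTT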
HIF-2a inh – blocks HIF-2a reporter activity | 786-0 RCC cells HIF-2a reporter, luciferase luminescence, overnight | 360,000 tested, 0.72% active | inhibition, % at 18.8 µM | AID 624352;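 active = inhibition of the luminescence signal of 40% or more relative to plate controls, in a single-dose primary screen at 18.75 µM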
m5-HT2A agonist – agonists of mouse serotonin 5-HT2A receptor (HTR2A). P35363. CHO-K1 mHTR2A beta-arrestin complementation, luminescence; percent of 30 µM serotonin response. activation, % at 7.6 µM. 360,000 tested, 0.66% active. AID 624169;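 active = activation above a run cutoff, the mean activation of all tested compounds plus 3 SD, cut at about 14% in these data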;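 note: 0% = plate median of compound wells and 100% = 30 µM serotonin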
Target sequence (P35363 whole entry, looked up): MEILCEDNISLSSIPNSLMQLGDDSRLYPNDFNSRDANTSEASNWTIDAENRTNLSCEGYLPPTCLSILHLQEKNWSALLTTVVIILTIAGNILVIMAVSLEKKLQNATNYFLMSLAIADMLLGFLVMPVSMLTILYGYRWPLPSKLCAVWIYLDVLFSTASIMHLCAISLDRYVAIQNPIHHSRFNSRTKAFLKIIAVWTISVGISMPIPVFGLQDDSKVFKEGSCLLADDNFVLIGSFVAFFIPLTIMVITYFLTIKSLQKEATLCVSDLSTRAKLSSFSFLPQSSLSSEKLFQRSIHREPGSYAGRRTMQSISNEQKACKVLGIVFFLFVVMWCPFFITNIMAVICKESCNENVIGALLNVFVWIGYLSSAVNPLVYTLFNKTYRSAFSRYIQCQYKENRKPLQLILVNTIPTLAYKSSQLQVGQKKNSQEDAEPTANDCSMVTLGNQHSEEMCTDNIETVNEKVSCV
MITF TRPM1 inh – reduces MITF-dependent TRPM1 promoter luciferase signal | 330,000 tested, 0.83% active | inhibition, % at 12.5 µM | SK-MEL-5 TRPM1 promoter luciferase, 24 h;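 active = mean inhibition across replicates of 60% or more, whatever share of single replicates reaches that level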; note: values of inactives mirror those of a sister screen read the other way
NR2E3 ag-1 – activates human photoreceptor nuclear receptor NR2E3; 320,000 tested, 0.12% active; Q9Y5X4; GST-NR2E3/biotin-RetCOR TR-FRET, 1536-well; inhibition of corepressor binding, % at 4.78 µM; AID 2300;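 active = percent inhibition above the cutoff of mean plus 3 SD of all tested compounds, set per screening campaign, cut at about 20% in these data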;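 note: 0% = DMSO wells and 100% = biotin wells as full block of FRET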
Target sequence (Q9Y5X4 whole entry, looked up): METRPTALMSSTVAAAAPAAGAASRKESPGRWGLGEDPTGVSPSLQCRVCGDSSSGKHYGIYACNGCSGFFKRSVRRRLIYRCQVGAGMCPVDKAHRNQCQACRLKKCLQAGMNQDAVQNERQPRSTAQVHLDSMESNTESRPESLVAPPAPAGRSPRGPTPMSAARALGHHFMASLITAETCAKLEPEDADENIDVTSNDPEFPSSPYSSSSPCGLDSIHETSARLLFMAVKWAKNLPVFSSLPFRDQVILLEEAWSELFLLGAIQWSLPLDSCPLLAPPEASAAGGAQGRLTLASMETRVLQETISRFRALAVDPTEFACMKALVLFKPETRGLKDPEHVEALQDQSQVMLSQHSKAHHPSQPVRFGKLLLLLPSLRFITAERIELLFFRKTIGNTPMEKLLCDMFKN
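System: GST-NR2E3 and biotin-RetCOR proteins; probe or stimulus: 7 nM biotin-RetCOR; doses: compound at 4.8 µM, single dose; schedule: Compound–protein incubation for 5 h at 4 °C; detection: time-resolved FRET; read-out: percent inhibition; controls: biotin wells as high control, 0.6% DMSO wells as low control; format: 1536-well plates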
NR2E3 ag-2 – activates human NR2E3 receptor. Q9Y5X4. CHO-S Gal4-NCOR/VP16-NR2E3 two-hybrid, luciferase. inhibition of corepressor binding, % at 3.98 µM. 360,000 tested, 0.35% active. AID 602229;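 active = inhibition above the mean of all tested compounds plus 3 SD, cut at about 70% in these data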;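 note: 0% = DMSO with NR2E3 transfected cells and 100% = cells lacking NR2E3 construct; higher means lower luciferase signal from less NR2E3 corepressor binding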
Starred values were filed as active, the others as inactive; / = not tested or not shown.

Sequence of screens – Shn3 inh set2	Cardio protect	MITF TRPM1 inh	NR2E3 ag-1	CaV13 ICDI inh	PDI inh	Peg3 prom inh	m5-HT2A agonist	HIF-2a inh	hiPSC survival	NR2E3 ag-2
COc1ccc(NS(=O)(=O)c2cccc(NC(=O)NCCCl)c2)cc1
    14	-8	6	1	-7	-8	0	2	22	-0.2	-18
CC1NC(=S)N(C2CCCCC2)C1=O (stereo unspecified)
    1	0	-2	-4	-2	-36	8	0	4	1.5	-9
COC(=O)c1cccc(NC(=S)Nc2ccc(Cl)c(Cl)c2)c1
    /	-11	3	-1	-4	2	1	-1	-76	0.4	7
CC(C)C[C@H](NC(=O)c1[nH]cnc1C(=O)N[C@@H](Cc1ccccc1)C(=O)OC(C)(C)C)C(=O)OC(C)(C)C
    -11	-6	7	-3	-6	-2	22	-9	14	-2.4	10
Cc1ccc([C@@H]2[C@@H]3C(=O)N(C)C(=O)[C@@H]3[C@]3(C)C(=O)N(CC4CC4)CC(=O)N23)o1
    -5	2	8	6	-10	3	4	2	6	2.6	-16
COc1cccc(C(O)CC(N)=O)c1 (stereo unspecified)
    -20	7	6	0	0	-7	17	-4	18	2.0	-9
CCOc1ccc(C(=O)C(C)OC(=O)Cn2cnc3c2c(=O)n(C)c(=O)n3C)cc1 (stereo unspecified)
    -3	-1	-6	-2	-6	4	0	0	-28	-0.3	-11
Cc1ccc(C2=NN(C(=O)CNCCO)C(c3cccs3)C2)cc1 (stereo unspecified)
    -65	-4	-5	-1	-3	-8	-137	-3	-180	-0.1	-56
Cc1csc(NC(=O)c2ccc3c(c2)OCO3)n1
    -22	-2	-31	1	-4	-11	-275	6	-121	-0.5	-132
CCCC(C)NC(=O)COC(=O)c1ccc2c(c1)C(=O)N(Cc1ccco1)C2=O (stereo unspecified)
    -6	-3	7	3	-4	-4	-11	5	5	-0.4	9
CC(=O)Nc1nonc1-c1nc2ccccc2n1C
    -8	4	-6	5	-2	0	3	-4	-10	-0.1	6
O=C1CNC(=O)/C(=C\c2ccccc2)N1
    19	11	6	-1	-3	3	4	-3	11	-0.5	-33
O=C(NC(=S)Nc1cc(S(=O)(=O)N2CCOCC2)ccc1O)c1ccco1
    5	-8	-1	-2	0	-1	2	6	7	-0.7	-27
Cc1nc(C)c(-c2csc(Nc3ccc(O)c(C(=O)O)c3)n2)s1
    -14	0	-7	/	-20	-4	15	1	6	-0.8	-10
CCN1CCN(C(=O)c2ccc(OC3CCN(CCc4ccccc4)CC3)cc2)[C@@H](C)C1=O
    -3	1	-16	3	-5	0	-14	-11	14	-0.3	4
CCN(c1ccccc1)S(=O)(=O)c1cccc(C(=O)OCC(=O)Nc2ccc(NC(C)=O)cc2)c1
    -18	-7	4	/	-3	10	2	1	-1	-0.4	15
COc1ccc(C(=O)NNC(=O)Cc2ccc(-c3ccccc3)cc2)cc1OC
    11	-7	4	2	-4	1	0	-6	-3	-1.6	-11
CCOc1ccc(OCC)c(NC(=O)c2nnn(CC(=O)Nc3cc(C)cc(C)c3)c2N)c1
    55	1	49	2	-3	-8	26	4	-1	0.3	14
CCC(=O)c1ccc(OCC(=O)OCC(=O)N2CCc3ccccc3C2)cc1
    -3	-4	9	-2	-6	9	-19	-2	-5	0.6	-1
O=C(NCCC(=O)N1CCC2(CC1)NCCc1[nH]cnc12)c1ccc(F)c(F)c1
    3	3	2	1	-3	-5	-2	4	13	-0.6	-16
Fc1cccc(Nc2ncnc3c2cnn3-c2ccccc2)c1
    -22	-22	-51	1	-7	-4	-311	0	-280	0.9	-81
Cc1c(N2C(=O)C3C4C=CC(C4)C3C2=O)c(=O)n(-c2ccccc2)n1C (stereo unspecified)
    5	11	/	1	4	-8	2	9	21	-0.2	5
CC(=O)N1c2ccc(S(=O)(=O)NCCC(=O)NC3CCCC(C)C3C)cc2CC1C (stereo unspecified)
    19	0	20	-1	-6	10	1	2	16	-0.4	13
O=c1c2ccccc2nc(SCCN2CCOCC2)n1CCc1ccccc1
    30	6	-5	4	7	-1	-17	-1	-50	-0.4	-25
Cc1c(C(=O)Nc2ccc(Cc3ccncc3)cc2)cccc1[N+](=O)[O-]
    65	-6	14	0	-4	-3	11	-2	6	4.5	7
CCCCOC(=O)C1CN(c2ccccc2)N=C1C(=O)OCC (stereo unspecified)
    1	-4	5	-2	-8	2	10	-3	12	-2.3	-4
CCC(=O)Nc1ccc(NC(=S)NC(=O)/C=C/c2ccco2)cc1
    -13	-1	-6	2	-18	0	16	-4	9	-0.5	-23
Nc1c(C(=O)Nc2nccs2)sc2nc(-c3cccs3)cc(C(F)(F)F)c12
    5	16	9	2	/	7	0	0	-1	2.4	-19
Cc1ccc(NC(NC(=O)c2cccs2)C(Cl)(Cl)Cl)cc1 (stereo unspecified)
    21	-11	-4	6	/	7	17	-2	12	3.5	11
CCC(C)(C)NC(=O)C(c1ccccc1)N(C(=O)c1csnn1)C1CC1 (stereo unspecified)
    5	2	14	1	-4	-1	17	7	21	2.0	-10
Cc1cnc(NC(=O)CC(C)c2ccccc2)s1 (stereo unspecified)
    -24	-5	-16	2	-20	0	-40	6	-91	0.5	-27
COc1ccc([C@@H]2[C@@H]3C(=O)N(C(C)(C)C)C(=O)[C@@H]3[C@]3(C)C(=O)N(c4ccc(C(F)(F)F)cc4)C(=O)N23)cc1
    -14	-4	-4	2	-11	-1	-47	8	-54	1.9	-3
CN(Cc1ccccc1)C(=O)c1cccc(NC(=O)Cc2ccc(NC(=O)C3CCN(S(=O)(=O)c4cccc([N+](=O)[O-])c4)CC3)cc2)c1
    -24	-11	4	/	-7	-2	21	-8	-14	0.3	-15
COc1ccc(-c2nc(CS(=O)(=O)CC(=O)NCc3ccccc3OC)c(C)o2)cc1
    -2	4	7	-1	-3	-1	25	0	-2	-0.6	9
CN(C)c1ccc(/C=C2\CCC/C(=C\c3ccccc3)C2=O)cc1
    23	-9	-5	-3	-13	-1	-110	3	-102	-0.2	-46
O=C(Nc1c(F)cccc1F)c1ccc(-n2cncn2)nc1
    -11	4	2	1	/	-1	5	3	21	0.9	-14
O=C(CNC(=O)c1ccccc1)NCc1nc2ccccc2[nH]1
    -48	3	3	2	-6	1	-7	-2	0	-0.4	-11
CCN(CC)CCCNC(=O)Cn1cnc2sc(C)c(S(=O)(=O)N3CCN(c4ncccn4)CC3)c2c1=O
    -8	5	-9	2	-5	0	-7	-2	-4	-1.6	-47
COc1ccc(OC)c(-c2cc(C(=O)N/N=C/c3ccc(F)cc3)c3ccccc3n2)c1
    -10	7	/	-4	-21	-8	18	-9	20	-0.7	11
Cn1cnnc1SCC(=O)Nc1ccc(Oc2ccccc2)cc1
    -11	1	-4	1	/	-4	-15	0	-57	0.0	-19
COc1ccc2nc(NC(=O)c3ccccc3F)sc2c1
    -39	-20	-15	0	-20	2	-137	-1	-177	-0.9	-145
CCCCn1c(N)c(N(CCOC)C(=O)CCNC(=O)c2ccc(Br)cc2)c(=O)[nH]c1=O
    -11	-2	-5	-2	/	-1	5	1	8	-0.5	-15

A draw from above in order of length of the SMILES, rising:
Sequence of screens – Shn3 inh set2	Cardio protect	MITF TRPM1 inh	NR2E3 ag-1	CaV13 ICDI inh	PDI inh	Peg3 prom inh	m5-HT2A agonist	HIF-2a inh	hiPSC survival	NR2E3 ag-2
O=C(Nc1c(F)cccc1F)c1ccc(-n2cncn2)nc1
    -11	4	2	1	/	-1	5	3	21	0.9	-14
O=C(CNC(=O)c1ccccc1)NCc1nc2ccccc2[nH]1
    -48	3	3	2	-6	1	-7	-2	0	-0.4	-11
CN(C)c1ccc(/C=C2\CCC/C(=C\c3ccccc3)C2=O)cc1
    23	-9	-5	-3	-13	-1	-110	3	-102	-0.2	-46
COc1ccc(-c2nc(CS(=O)(=O)CC(=O)NCc3ccccc3OC)c(C)o2)cc1
    -2	4	7	-1	-3	-1	25	0	-2	-0.6	9
COc1ccc(OC)c(-c2cc(C(=O)N/N=C/c3ccc(F)cc3)c3ccccc3n2)c1
    -10	7	/	-4	-21	-8	18	-9	20	-0.7	11
CCCCn1c(N)c(N(CCOC)C(=O)CCNC(=O)c2ccc(Br)cc2)c(=O)[nH]c1=O
    -11	-2	-5	-2	/	-1	5	1	8	-0.5	-15
CCN(CC)CCCNC(=O)Cn1cnc2sc(C)c(S(=O)(=O)N3CCN(c4ncccn4)CC3)c2c1=O
    -8	5	-9	2	-5	0	-7	-2	-4	-1.6	-47
CN(Cc1ccccc1)C(=O)c1cccc(NC(=O)Cc2ccc(NC(=O)C3CCN(S(=O)(=O)c4cccc([N+](=O)[O-])c4)CC3)cc2)c1
    -24	-11	4	/	-7	-2	21	-8	-14	0.3	-15
COc1ccc([C@@H]2[C@@H]3C(=O)N(C(C)(C)C)C(=O)[C@@H]3[C@]3(C)C(=O)N(c4ccc(C(F)(F)F)cc4)C(=O)N23)cc1
    -14	-4	-4	2	-11	-1	-47	8	-54	1.9	-3
